AID2073 = disruptors of CaV2.2 binding to Mint1 – biochemical, HTRF (AID 2073). HTRF protein-protein interaction, Mint1-CaV2.2; higher % means a stronger effect. one-dose inhibition, % at 20 µM; IC50 in µM for titrated hits. hit rate 0.19% among 290,000; in the data active means inhibition mostly above about 51%, no sharp cut-off; further: some results filed as inactive read as strong as hits
Siah-1 displacement = Siah-1 peptide-binding antagonists, primary screen, biochemical, fluorescence polarization, rhodamine-plectin, uHTS (AID 1817) | Siah-1 / rhodamine-plectin peptide fluorescence polarization; higher % means a stronger effect | displacement, % at 20 µM, or IC50 in µM where a hit was titrated | hit rate 0.02% among 290,000;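 active means displacement of at least 50% at 20 µM, with a fluorescence ratio check between 0.3 and a set limit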;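 further: plate controls were Siah plus tracer with DMSO for no effect and tracer alone without Siah for full effect; strong numbers were not always called active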
LYP inhibition = PTPN22 lymphoid phosphatase activity blockers – biochemical, fluorescence intensity, uHTS (AID 1779) | recombinant LYP phosphatase, fluorescence intensity; higher % means a stronger effect | inhibition, % at 11.5 µM; hits with a dose series show IC50 in µM | hit rate 0.054% among 290,000; in the data active means inhibition above about 50%;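 further: plate controls were vehicle with enzyme for no effect and no enzyme for full effect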
Numbers without * were called inactive. This is a subset; the hit share may differ from the screen's.

cpd	Molecule	AID2073	Siah-1 displacement	LYP inhibition
1	COc1ccc(Cn2c(-c3ccc(OC)cc3)n[nH]c2=S)cc1	-17%	4%	-5%
2	CCCCn1c(N)c(N(CC)C(=O)CN2C(=O)NC(C)(c3ccccc3)C2=O)c(=O)[nH]c1=O (configuration not stated)	-6%	11%	-6%
3	CCCCn1c(=O)[nH]c(=O)c2c1nc(-c1cccc(OC)c1)n2C	10%	1%	-10%
4	CNc1oc(-c2ccccc2F)nc1S(=O)(=O)c1ccc(C)cc1	3%	12%	-6%
5	O=C(COc1ccc2c3c(c(=O)oc2c1)CCC3)N[C@@H](Cc1ccccc1)C(=O)O	4%	-1%	0%
6	COc1ccc(C(=O)Cn2cc([N+](=O)[O-])nc2C)cc1	0%	-5%	-3%
7	O=C(O)c1ccc(/C=C/c2nc3ccccc3c(=O)[nH]2)cc1	20%	-4%	-3%
8	CCOC(=O)N1CCN(C(=O)c2cc(COc3c(F)cccc3F)on2)CC1	7%	0%	-12%
9	CCN(CC(=O)Nc1c(F)cccc1F)C(=O)c1cccc(S(=O)(=O)N2CCN(c3ccccc3)CC2)c1	8%	0%	-7%
10	COCCNC(=O)c1cccc(OC2CCN(C(C)COc3ccccc3)CC2)c1 (configuration not stated)	16%	2%	-7%
11	CC(NCCc1ccc(S(N)(=O)=O)cc1)C(=O)NCCc1ccc(F)cc1 (configuration not stated)	-4%	-4%	-11%
12	CCOc1cc(/C=C2\CCCc3c2nc2ccccc2c3C(=O)O)ccc1OC	32%	31%	-5%

New compounds follow:
cpd	Molecule	AID2073	Siah-1 displacement	LYP inhibition
13	Oc1ccc(/C=N/Nc2ccc(Cl)nn2)cc1O	-4%	-2%	-4%
14	O=C(CC(C(=O)O)c1ccc(Cl)cc1)c1ccc(Cl)c(Cl)c1 (configuration not stated)	37%	0%	-4%
15	Cc1ccc(S(=O)(=O)Oc2ccc(/C=C3/C(=N)N4C(=NC3=O)SN=C4S(C)(=O)=O)cc2)cc1	9%	0%	-4%
16	COc1cccc(CNC(=O)Cn2ccc3cc(S(=O)(=O)N4CCCC4)ccc32)c1OC	11%	-1%	-11%
17	CCC/C=N/Nc1nnc(Cc2ccc(OC)c(OC)c2)c(=O)[nH]1	-5%	7%	-8%
18	O=C(Cn1c(=O)c2cccn2c2ccccc21)NCCc1ccc(Cl)cc1	35%	5%	-8%
19	COc1ccc(S(=O)(=O)N2CC(C)N(C(=O)N(C)C)C2C)cc1 (configuration not stated)	6%	3%	-1%
20	O=C(NC1CCCC1)C(c1ccc(F)cc1)N(C(=O)c1csnn1)C1CC1 (configuration not stated)	6%	4%	4%
21	C=CCOc1ccc(C2/C(=C(\O)c3ccc4c(c3)OCCO4)C(=O)C(=O)N2CCCN2CCOCC2)cc1 (configuration not stated)	43%	0%	-13%
22	COc1ccc(NC(=O)CSc2nc(O)cc(=O)n2-c2ccccc2)cc1	16%	2%	-6%
23	Cc1cccc(C2Nc3cccc4cccc(c34)N2)c1	-9%	12%	0%
24	Cc1ncsc1CCC(=O)N1CCCC(Nc2ccc(F)c(F)c2)C1 (configuration not stated)	0%	3%	-13%

Remaining list, next part.
cpd	Molecule	AID2073	Siah-1 displacement	LYP inhibition
25	O=C(Nc1ccccc1C(=O)N/N=C/c1ccccc1)c1ccco1	19%	-2%	-6%
26	CSc1oc(-c2ccco2)nc1S(=O)(=O)c1ccc(C)cc1	5%	-5%	1%
27	COc1ccc2cc(C#N)c(SCC(=O)Nc3nonc3C)nc2c1	29%	2%	-3%
28	Cc1ccc(NC(=O)C2CC(O)CN2C(=O)OCc2ccccc2)c(C)c1 (configuration not stated)	0%	-1%	-6%
29	O=C(CCC1CCN(C(=O)c2ccco2)CC1)NCc1ccc(F)cc1	7%	1%	1%
30	O=C(Nc1cc([N+](=O)[O-])ccc1C(=O)Nc1cccnc1)c1ccccc1	1%	9%	-6%
31	COc1cc2[nH]c(=S)nc(NCc3ccc(Cl)cc3)c2cc1OC	-23%	-4%	-3%
32	O=S1(=O)c2ccccc2Nc2ccccc21	5%	-1%	-6%
33	O=C(Nc1ccc(S(=O)(=O)N2CCCCC2)cc1)C1CC1	-12%	-1%	-8%
34	Cc1ccc(S(=O)(=O)c2nc(S(=O)(=O)CCO)sc2N2CCOCC2)cc1	-11%	2%	-6%
35	O=C(NCCOc1ccccc1)C1CCC(=O)N(CCCN2CCCC2=O)C1 (configuration not stated)	8%	1%	-3%
36	Cc1ccc(NC(=O)C(C)N2CCc3ccccc3C2)cc1 (configuration not stated)	1%	4%	-8%

Looked up one by one from above, 2 records:
cpd	Molecule	AID2073	Siah-1 displacement	LYP inhibition
25	O=C(Nc1ccccc1C(=O)N/N=C/c1ccccc1)c1ccco1	19%	-2%	-6%
30	O=C(Nc1cc([N+](=O)[O-])ccc1C(=O)Nc1cccnc1)c1ccccc1	1%	9%	-6%

Additional entries follow.
cpd	Molecule	AID2073	Siah-1 displacement	LYP inhibition
37	CCC1CCCCN1CCCNC(=O)CN1C(=O)COc2ccccc21 (configuration not stated)	-4%	-2%	-13%
38	C[C@@]12C(=O)N(Cc3ccccc3)CC(=O)N1[C@H](/C=C/c1ccccc1)[C@@H]1C(=O)N(c3ccccc3)C(=O)[C@@H]12	10%	11%	-9%
39	O=C(NN1CCOCC1)c1ccc(Cl)c([N+](=O)[O-])c1	19%	-1%	-5%
40	Cn1c(=O)n(C)c2cc(NC(=O)CSc3ccccc3)ccc21	8%	1%	-6%
41	CC(=O)N1CCc2c(sc(NC(=O)Cc3ccc(F)cc3)c2C(N)=O)C1	-3%	7%	-7%
42	CSc1ccccc1NC(=O)CSc1nnc(Cc2ccccc2)o1	-3%	2%	-13%
43	Cc1ccc(C)c(NC(=O)Cn2cc(C(=O)C3CC3)c3ccccc32)c1	-3%	2%	-8%
44	CC1CC(C)CN(C(=O)Cn2nnc(-c3ccccc3)n2)C1 (configuration not stated)	0%	2%	-12%
45	CC(C)(C)NC(=O)CN(C(=O)CCC(=O)Nc1nccs1)c1ccc(F)c(Cl)c1	-3%	-5%	-7%
46	O=C(NCc1ccccc1)c1ccc(NC2=NC3CS(=O)(=O)CC3S2)cc1 (configuration not stated)	-3%	-1%	-11%
47	O=C(NCc1ccccc1)c1c[nH]c2ccc(F)cc2c1=O	10%	7%	-5%
48	CCc1cc(C(=O)OCC(=O)N2CCC(c3ccccc3)=N2)sc1C	15%	2%	-6%

(further entries)
cpd	Molecule	AID2073	Siah-1 displacement	LYP inhibition
49	CCOC(=O)c1ccc(NC(=O)Nn2cnnc2)cc1	6%	0%	-3%
50	COc1ccc(NC(=O)CCNS(=O)(=O)c2cc(Br)ccc2Br)cc1S(N)(=O)=O	7%	-6%	-7%
51	CC(C)C(NC(=O)CN1C(=O)c2ccccc2C1=O)c1ccccc1 (configuration not stated)	12%	9%	-7%
52	O=C(Nc1ccc(F)cc1)c1ccc2c(=O)n(CC3CCCO3)c(=S)[nH]c2c1 (configuration not stated)	-20%	-2%	-7%
53	CN(C(=O)c1ccc(NC(=O)Cc2ccccc2)cc1)c1ccccc1	15%	-4%	-10%
54	O=C(NC(=S)Nc1ccc2oc(=O)ccc2c1)c1cccc(F)c1	7%	2%	-5%
55	CC(C)n1nnnc1SCC(=O)Nc1ccccc1F	0%	11%	-8%
56	Fc1ccc2[nH]c3c(NCc4ccccc4)ncnc3c2c1	14%	-4%	-6%
57	COc1ccccc1N1CCN(S(=O)(=O)c2ccc3c(c2)oc(=O)n3C)CC1	-6%	-4%	9%
58	COc1ccc(NC(=O)N2CCNC(=O)C2CC(=O)Nc2ccc(F)cc2)cc1 (configuration not stated)	0%	6%	-12%
59	Cc1oc2c(CN3CCCCC3)c(O)ccc2c(=O)c1-c1ccc(Br)cc1	29%	0%	-7%
60	COc1ccc(C(=O)NN=C2CCCC2)c(OC)c1	6%	-2%	-2%

Following part
cpd	Molecule	AID2073	Siah-1 displacement	LYP inhibition
61	Cc1cc(NC(C)c2ccccc2)n2ncc(-c3ccccc3)c2n1 (configuration not stated)	20%	12%	-1%
62	CCc1ccccc1N1C(=O)CN(Cc2cc(OC)c(OC)c(OC)c2)C1=S	1%	4%	-1%
63	CN1CCC(=O)N([C@H](CN=[N+]=[N-])c2ccccc2)CC1	10%	-3%	-10%
64	CSCC[C@H](NC(=O)[C@H](Cc1ccccc1)n1c(=O)[nH]c2ccccc2c1=O)C(=O)N[C@@H](Cc1ccccc1)C(=O)O	-2%	2%	-6%
65	O=C(NCc1ccncc1)C(=O)NCC1OCCN1S(=O)(=O)c1cc(F)ccc1F (configuration not stated)	10%	-3%	-1%
66	Cc1c(C)c2ccc(OCC(=O)NCCN3CCOCC3)c(C)c2oc1=O	10%	0%	-9%
67	O=C(NC(Cc1ccccc1)C(=O)O)C1CCN(S(=O)(=O)c2cccc(C(F)(F)F)c2)CC1 (configuration not stated)	21%	-3%	-3%
68	Cc1cccc(/C=N/n2c(-c3ccccc3)n[nH]c2=S)c1O	-20%	0%	-11%
69	COc1ccc(C(=O)Nc2ccc(C3(C#N)CCCC3)cc2)cc1OC	2%	-4%	-15%
70	O=C(NNS(=O)(=O)c1cc(Cl)c(Cl)cc1Cl)c1cccnc1	-7%	4%	-6%
71	CCc1ccc(Nc2n[n+](-c3ccccc3)c(-c3ccc(N(CC)CC)cc3)s2)cc1	36%	-3%	-10%
72	Cc1cc(C)n(C(=O)c2ccc(C)c(Br)c2)n1	-2%	0%	-5%

Continued.
cpd	Molecule	AID2073	Siah-1 displacement	LYP inhibition
73	COc1ccc(C(=O)COc2ccc3ccc(=O)oc3c2)c(OC)c1	16%	0%	-8%
74	C=CCN(Cc1ccco1)S(=O)(=O)c1ccc(Cl)cc1	20%	0%	-12%
75	CC(C)c1ccc(NC2CCCN(C(=O)c3cnc4ccccn4c3=O)C2)cc1 (configuration not stated)	11%	-1%	-5%
76	COC(=O)Nc1ccc(SCC(=O)c2cccc([N+](=O)[O-])c2)cc1	-40%	-1%	-8%
77	CCN(CC)C(=O)COc1coc(CN2CCN(Cc3ccccc3)CC2)cc1=O	26%	2%	-5%
78	COc1ccc(C(=O)C2CCCN(C(=O)c3ccnn3C)C2)cc1OC (configuration not stated)	-5%	-5%	-3%
79	CCc1ccc(N2CC(C(=O)Nc3ccc(F)cc3)CC2=O)cc1 (configuration not stated)	7%	12%	-6%
80	Cc1ccc(C)c(N(C(=O)c2csnn2)C(C(=O)NC2CCCCC2)c2ccncc2)c1 (configuration not stated)	6%	-2%	-5%
81	O=C(CNC(=O)c1ccccc1F)c1ccc(Br)cc1	4%	-3%	-5%
82	O=C(C[n+]1ccccn1)c1ccccc1	-6%	-4%	-6%
83	Cc1cccc(CNC(=O)C2CCCN(c3nn4c(=O)cc(C)nc4s3)C2)c1 (configuration not stated)	5%	3%	-9%
84	COc1cccc(COc2ccc(N(C)S(=O)(=O)c3ccccc3)cc2)c1	10%	0%	-8%

Next part.
cpd	Molecule	AID2073	Siah-1 displacement	LYP inhibition
85	Cc1ccc(C(=O)NC2CCCC2)s1	-2%	14%	-6%
86	CS(=O)(=O)N1CCN(c2ccccc2NC(=O)c2ccc3c(c2)OCCO3)CC1	-14%	1%	-10%
87	CCc1noc(C)c1C(=O)N1CCCC(N2CCN(c3cccc(Cl)c3)CC2)C1 (configuration not stated)	5%	-1%	-1%
88	CC(C)c1ccc(Nc2nc(Cl)nc(Cl)n2)cc1	0%	2%	3%
89	COc1cc(-c2nc(C(=O)NCC3CCCO3)cc3c2[nH]c2ccccc23)cc(OC)c1OC (configuration not stated)	11%	5%	2%
90	Cc1ccc2[nH]c3c(=O)n(CC(=O)N4CC(C)CC(C)C4)ncc3c2c1 (configuration not stated)	3%	-2%	-8%
91	CCN(CC)/C(=N\S(=O)(=O)c1ccc(F)cc1)c1ccccc1	2%	-1%	-10%
92	CCOC(=O)c1c(NC(=O)c2ccccc2C(=O)O)sc2c1CCCC2	16%	5%	-1%
93	CCOC(=O)C1(CCOC)CCN(C(=O)c2ccc(CSC)o2)CC1	-1%	-2%	-7%
94	Cc1cc(C)cc(NC(=O)c2cc(C)nc3ccccc23)c1	1%	-3%	-7%
95	O=C(Nc1ccccc1)C(=O)c1c[nH]c2ccccc12	7%	-4%	-4%
96	Cc1cccc(OCC(=O)NC2CCCC2)c1	12%	-2%	-8%

Values in list order from the list.
Compounds 87 to 91 in Siah-1 displacement, in turn: -1%, 2%, 5%, -2%, -1%

(further entries)
cpd	Molecule	AID2073	Siah-1 displacement	LYP inhibition
97	COc1ccc(C(C(=O)NCC2CCCO2)N(C(=O)CNC(=O)c2ccco2)c2ccc(C)c(C)c2)cc1OC (configuration not stated)	-4%	-2%	-1%
98	CCOc1ccc(-c2csc3nc[nH]c(=O)c23)cc1	11%	-1%	-7%
99	Cc1c(CN2CCC(C(=O)Nc3cccc(-c4cccc(Cl)c4)c3)CC2)cnn1C	14%	3%	-5%
100	CCc1ccc(/C=C2/Sc3ccccc3N(CC(=O)NCCCN3CCOCC3)C2=O)cc1	-1%	-3%	-12%
101	CN(c1ccccc1)c1nc(N)c([N+](=O)[O-])c(Nc2ccccc2)n1	7%	-3%	0%
102	COc1cc(NC(=O)CN(C)S(=O)(=O)c2ccc3c(c2)CC(C)N3C(C)=O)cc(OC)c1OC (configuration not stated)	2%	0%	1%
103	COc1ccc(-n2cnc3cc(C(=O)N4CCOCC4)ccc32)cc1	11%	2%	-10%

One compound at a time, from the list above. Order of values: AID2073 | Siah-1 displacement | LYP inhibition
Entry for COc1cc2[nH]c(=S)nc(NCc3ccc(Cl)cc3)c2cc1OC : -23% | -4% | -3%
Entry for CCc1ccc(N2CC(C(=O)Nc3ccc(F)cc3)CC2=O)cc1 (configuration not stated) : 7% | 12% | -6%
Entry for Cc1cc(C)cc(NC(=O)c2cc(C)nc3ccccc23)c1 : 1% | -3% | -7%

From PubChem
